Source: PubChem
Pin1 inh – qHTS Assay to Find Inhibitors of Pin1. Potency, µM (top dose mostly 115 µM), for the others: at the highest dose activity, negative = inhibition, hits mostly inhibitors. 390,000 tested, 0.009% active. Peptidyl-prolyl cis-trans isomerase NIMA-interacting 1 (Homo sapiens), Q13526. Pin1 FP peptide displacement, HiFluor488, 10 min. AID 504891, 2011; active = well fitted inhibition curve with a large enough effect in the polarisation, with a control signal flat, not every such curve was filed as active; inconclusive = small, poorly fitted or top-dose-only effect, or effect the other way, or a change in a side signal; inactive = no such curve, though single readings can be large or run the other way; the % refers to the polarisation; note: potency is the fitted concentration of half-maximal effect; % is set by controls: 0 for no effect and ±100 for the full control effect
GLS inhibitor – qHTS for Inhibitors of Glutaminase (GLS) | Potency, µM (series often up to 45.5 µM), inactives show top-dose activity change, negative = inhibition, most hits filed as inhibitors | GLS enzymatic activity, qHTS titration | 410,000 tested, 0.21% active; note: potency is the fitted concentration of half-maximal effect; % is set by controls: 0 for no effect and ±100 for the full control effect
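Human kidney-isoform GLS in 45 mM KH2PO4 pH 8.2, 0.02% Tween-20, with compound, started with 1mM L-Glutamine (added stock). Glutamate oxidase/HRP/Amplex red coupled fluorescence read at start and after 30 min at RT.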
Tb PGK inh – qHTS Assay to Find Inhibitors of Phosphoglycerate Kinase; PGK/GAPDH coupled, Kinase-Glo luminescence, 60 min; Potency, µM (doses to about 57.5 µM), for inactives: at the highest dose activity change, negative = inhibition, most hits filed as inhibitors; 380,000 tested, 0.043% active; AID 602233, 2012; note: potency is the fitted concentration of half-maximal effect; % is set by controls: 0 for no effect and ±100 for the full control effect; nearly all actives have a fitted effect of over 60% in size
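Recombinant glycosomal PGK reaction used 1,3-bisphosphoglycerate generated in-well by GAPDH (100nM final) in 100mM TEA pH 7.6, 5mM MgCl2, 0.01% Tween-20. After 60 minutes at room temperature, ATP was read by Kinase-Glo Plus luminescence end-point.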
JMJD2A Tudor – qHTS Assay for Inhibitors of JMJD2A-Tudor Domain; 390,000 tested, 4.4% active; AlphaScreen JMJD2A-Tudor / H3K4me3 peptide binding; Potency, µM (titrated, usually from 114 µM), for the others: top-dose activity change, negative = inhibition, most hits filed as inhibitors; Lysine-specific demethylase 4A (Homo sapiens), O75164; note: potency is the fitted concentration of half-maximal effect; % is set by controls: 0 for no effect and ±100 for the full control effect; nearly all actives have a fitted effect of over 50% in size
Target sequence (O75164 whole entry, looked up, the tested form may be a part): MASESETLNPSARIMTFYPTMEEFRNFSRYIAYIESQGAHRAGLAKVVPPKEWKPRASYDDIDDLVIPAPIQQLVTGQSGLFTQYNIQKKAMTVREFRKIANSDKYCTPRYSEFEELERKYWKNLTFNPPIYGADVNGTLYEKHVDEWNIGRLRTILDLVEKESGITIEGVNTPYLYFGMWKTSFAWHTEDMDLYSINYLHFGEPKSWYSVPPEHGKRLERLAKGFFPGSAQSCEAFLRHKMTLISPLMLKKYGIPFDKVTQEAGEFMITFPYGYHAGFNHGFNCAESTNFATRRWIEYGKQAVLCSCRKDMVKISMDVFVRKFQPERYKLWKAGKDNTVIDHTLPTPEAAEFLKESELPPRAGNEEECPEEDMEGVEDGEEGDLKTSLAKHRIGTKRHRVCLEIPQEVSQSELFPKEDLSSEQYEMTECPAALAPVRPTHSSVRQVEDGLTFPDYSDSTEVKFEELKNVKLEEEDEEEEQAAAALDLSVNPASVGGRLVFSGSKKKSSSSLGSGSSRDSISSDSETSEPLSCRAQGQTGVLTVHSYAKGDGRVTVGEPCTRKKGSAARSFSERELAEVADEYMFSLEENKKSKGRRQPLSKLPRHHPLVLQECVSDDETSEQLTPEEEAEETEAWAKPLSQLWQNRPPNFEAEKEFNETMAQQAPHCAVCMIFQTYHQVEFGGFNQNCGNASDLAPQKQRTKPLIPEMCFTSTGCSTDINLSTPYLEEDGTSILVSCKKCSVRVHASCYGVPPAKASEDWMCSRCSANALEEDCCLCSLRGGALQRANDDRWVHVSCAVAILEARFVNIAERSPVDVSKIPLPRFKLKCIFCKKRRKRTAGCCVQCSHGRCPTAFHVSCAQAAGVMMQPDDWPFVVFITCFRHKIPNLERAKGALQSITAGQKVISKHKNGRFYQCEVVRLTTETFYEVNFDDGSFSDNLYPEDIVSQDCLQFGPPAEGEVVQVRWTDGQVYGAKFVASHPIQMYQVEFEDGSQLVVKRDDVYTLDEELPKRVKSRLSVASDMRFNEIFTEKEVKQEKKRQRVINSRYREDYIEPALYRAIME
HP1b chromo inh – HTS for Inhibitors of HP1-beta Chromodomain Interactions with Methylated Histone Tails; AlphaScreen HP1-beta / biotin-H3K9me3 peptide binding; Potency, µM (top dose mostly 114 µM), without a hit: at the top dose activity change, negative = inhibition, usual class: inhibitors; Chromobox protein homolog 1 (Homo sapiens), P83916; 390,000 tested, 0.56% active; note: potency is the fitted concentration of half-maximal effect; nearly all actives have a fitted effect of over 70% in size; inactives centre near 23
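AlphaScreen: HP1-beta (50 nM) preformed 30 min with biotin-H3(1-18)K9me3 peptide (50 nM) in PBS pH 7.4, 0.01% Tween-20. Compound added for 30 min at RT, then streptavidin donor/nickel chelate acceptor beads (10 ug/mL) for 30 min.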
ERG-DNA inh – qHTS for Small Molecule Inhibitors of the ERG Ets/DNA interaction; AID 624246, 2012; Transcriptional regulator ERG (Homo sapiens), P11308; fluorescence polarization, His-ERG Ets domain / labelled DNA; Potency, µM (top dose mostly 76.9 µM), for inactives: top-dose FP activity, negative = inhibition, hits mostly inhibitors; 370,000 tested, 0.028% active; active = well fitted inhibition curve with a large enough effect in the polarisation, with a control signal flat; inconclusive = small, poorly fitted or top-dose-only effect, or effect the other way, or a change in a side signal; inactive = no such curve, though single readings can be large or run the other way; the % refers to the polarisation;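 note: polarization taken with two DNA probes labelled with fluorescein and Texas red; potency is the fitted concentration of half-maximal effect; % of control where 0% means no effect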
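His-tagged ERG Ets domain (1 uM in the protein solution; 300mM KCl, 50mM Tris-HCl, 1mM EDTA, 1mM DTT, pH 7.5) received compound, then a probe mix of 5 nM fluorescein-DNA and 100nM Texas-615-DNA. Fluorescence polarization was read for both dyes.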
PI4K2A inh – qHTS for small molecular inhibitors of PI4K2A; Phosphatidylinositol 4-kinase type 2-alpha (Homo sapiens), Q9BTU6; purified PI4K2A, ADP-Glo luminescence, 1 h; active compounds read low; 420,000 tested, 0.13% active; AID 1346378, 2018; activity change, negative = inhibition, % at 76.9 µM; in the data active = activity change below about -50%; inconclusive = mostly about -30% to -49%;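 note: -100% = wells without enzyme as full effect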
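In this quantitative HTS, ADP production by PI4K2A was quantified luminescently after 1 h at ambient temperature; 100 microM adenosine served as plate-quality control.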
BAZ2B block – qHTS Assay for Inhibitors of BAZ2B. AlphaScreen BAZ2B-H3K14Ac peptide displacement. 360,000 tested, 4.4% active. AID 504333, 2011. Potency, µM (highest dose often 114 µM), for the others: at the top dose activity change, negative = inhibition, most hits filed as inhibitors. Bromodomain adjacent to zinc finger domain protein 2B (Homo sapiens), Q9UIF8; note: potency is the fitted concentration of half-maximal effect; % is set by controls: 0 for no effect and ±100 for the full control effect; nearly all actives have a fitted effect of over 60% in size
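Multi-concentration screen (max 110 uM) measuring displacement of acetylated histone H3 peptide from BAZ2B by AlphaScreen, using 50 nM protein, 50 nM peptide and 10 ug/mL streptavidin donor plus Ni-chelate acceptor beads.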
G9a block – qHTS Assay for Inhibitors of Histone Lysine Methyltransferase G9a | 350,000 tested, 8.8% active | G9a H3K9 monomethylation, AlphaScreen, 2 h | Potency, µM (highest dose often 102 µM), for the others: at the highest dose activity, negative = inhibition, usual class: inhibitors; note: potency is the fitted concentration of half-maximal effect; % is set by controls: 0 for no effect and ±100 for the full control effect; nearly all actives have a fitted effect of over 75% in size
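Signal arises when biotinylated H3K9 peptide, once monomethylated, bridges streptavidin donor and antibody-captured acceptor beads. Enzyme at 20 nM was preincubated 15 min with test compounds; peptide 500 nM and SAM 20 uM then reacted for 2 h.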
Starred values were filed as active, the others as inactive; i = inactive; ? = inconclusive; . = no result given; [ ] = remark or other dose. Unless noted, calls come from the whole dose curve; as a rule, active = well fitted curve in the direction sought with a large enough effect; inconclusive = small, poorly fitted or top-dose-only effect, or another doubt; inactive = no such curve, though single readings can be large; an effect the other way counts as inactive or inconclusive.

Pin1 inh	GLS inhibitor	Tb PGK inh	JMJD2A Tudor	HP1b chromo inh	ERG-DNA inh	PI4K2A inh	BAZ2B block	G9a block	structure
-6.1%	-4.2%	3.5%	-8.9%	48.0%[activator]	-4.3%	-10.4	-21.4%	.	C=CCOc1ccc(CNCc2cccnc2)cc1OCC
-1.1%	-10.4%	2.2%	4.9%	20.2%	-7.1%	-0.4	-10.0%	7.6%	COc1ccc(C(C)NC(=O)C2CCCC2)cc1OC (stereo unspecified)
8.8%	?	10.0%	?	-11.1%	0.4%	7.6	?	20µM*	O=C(c1ccncc1)N1N=C(c2ccc(Cl)cc2)CC1c1ccccc1O (stereo unspecified)
11.2%	2.1%	-7.4%	4.6%	44.1%[activator]	-5.6%	-6.8	8.2%	3.8%[2.33 µM]	CC1Cc2ccccc2N1C(=O)COC(=O)/C=C/c1cccc(F)c1 (stereo unspecified)
-2.0%	0.7%	-2.2%	-1.8%	11.4%	-6.2%	2.1	-2.4%	-24.7%	Cc1ccc(-c2noc(CN3CCCCC3)n2)cc1
?	-5.5%	-14.3%	56.2µM*	?	?	-13.2	.	.	CC(C)n1cnc2c(NCc3ccccc3)cc(N[C@H](C)CO)cc21
?	1.6%	-0.2%	-6.6%	27.3%	2.9%	6.0	0.9%	?	Cc1ccc(C(=O)C[n+]2cccc3ccccc32)cc1
-3.3%	-27.7%	10.4%	-34.0%	?	-0.8%	0.4	-21.1%	2µM*	CCOc1ccc(NC(=O)c2c(NC(=O)Cc3ccccc3)sc3c2CCC(C)C3)cc1 (stereo unspecified)
-1.8%	18.1%	-2.0%	28.2µM*	8.8%	2.0%	2.7	39.8µM*	-5.8%[12.7 µM]	C#CCOCCOCCOCCNc1nc(N2CCN(C(=O)[C@H](CCC(=O)O)n3cc(C(N)CO)nn3)CC2)nc(N2CCN(C(=O)[C@H](Cc3ccc(O)cc3)n3cc(C(N)[C@H](C)CC)nn3)CC2)n1 (stereo partly specified)
-1.1%	-10.6%	-0.4%	-4.1%	28.8%	5.7%	1.4	.	.	CN(C(=O)c1ccc(F)cc1)c1ccc(OCC(=O)Nc2ccccc2C(=O)O)cc1

(continued)
Pin1 inh	GLS inhibitor	Tb PGK inh	JMJD2A Tudor	HP1b chromo inh	ERG-DNA inh	PI4K2A inh	BAZ2B block	G9a block	structure
1.0%	5.5%	-7.1%	-7.3%	13.0%	-6.8%	-5.6	-6.1%	-3.4%	CCCNC1=CC(=O)CC(C)(C)C1
1.1%	3.0%	-2.5%	-16.7%	6.8%	-7.7%	6.3	-7.2%	?	COc1ccc(S(=O)(=O)CCC(=O)NCCc2ccc(C)cc2)cc1
4.8%	1.4%	-5.1%	4.4%	22.4%[57 µM]	-4.5%	5.1	6.6%	.	CC(C)n1cc(CN2CCCC(CO)(Cc3cccc(Cl)c3)C2)cn1 (stereo unspecified)
0.6%	-0.1%	-3.8%	8.7%	41.6%[activator]	-14.1%	-4.3	-5.9%	14.5%[12.7 µM]	COc1cc(OC)cc(OC(=O)C2CCN(C(=O)c3ccc(Cl)cc3)CC2)c1
-0.5%	1.3%	-6.5%	-17.0%	11.8%	16.2%	4.0	-20.4%	3.3%	Cc1ccc(N(C(=O)c2snc(C(N)=O)c2N)C(C(=O)NCC2CCCO2)c2c[nH]c3ccccc23)cc1 (stereo unspecified)
16.8%	0.0%	6.5%	-25.5%	17.9%	3.1%	0.6	.	.	O=C(C1=C[C@H](c2csc3ccccc23)C[C@H](OCc2ccc(CO)cc2)O1)N1CCCCCCC1
2.3%	-3.4%	3.2%	35.5µM*	-26.6%	.	2.0	?	?	Cc1ccc(-n2cccc2C(=S)N=P(N(C)C)(N(C)C)N(C)C)cc1
1.9%	2.6%	-0.7%	-17.2%	25.2%	7.5%	-5.1	-3.3%	12.5%	CC1Cc2ccccc2N1C(=O)CSCC(=O)O (stereo unspecified)
-9.4%	-12.2%	-0.9%	-16.9%	20.5%	?	-6.2	-4.7%	-4.0%	O=C(CNC(=S)N(CCCN1CCOCC1)Cc1cccs1)NC1CCCCC1
-4.3%	6.1%	i	-7.6%	32.0%	4.7%	1.2	10.3%	-4.9%	Cc1ccc(C(=O)Nc2ccccn2)cc1S(=O)(=O)N1CCOCC1

Among those listed so far, these contain a thiophene ring, fused or not:
Pin1 inh	GLS inhibitor	Tb PGK inh	JMJD2A Tudor	HP1b chromo inh	ERG-DNA inh	PI4K2A inh	BAZ2B block	G9a block	structure
-3.3%	-27.7%	10.4%	-34.0%	?	-0.8%	0.4	-21.1%	2µM*	CCOc1ccc(NC(=O)c2c(NC(=O)Cc3ccccc3)sc3c2CCC(C)C3)cc1 (stereo unspecified)
16.8%	0.0%	6.5%	-25.5%	17.9%	3.1%	0.6	.	.	O=C(C1=C[C@H](c2csc3ccccc23)C[C@H](OCc2ccc(CO)cc2)O1)N1CCCCCCC1
-9.4%	-12.2%	-0.9%	-16.9%	20.5%	?	-6.2	-4.7%	-4.0%	O=C(CNC(=S)N(CCCN1CCOCC1)Cc1cccs1)NC1CCCCC1

Later entries
Pin1 inh	GLS inhibitor	Tb PGK inh	JMJD2A Tudor	HP1b chromo inh	ERG-DNA inh	PI4K2A inh	BAZ2B block	G9a block	structure
13.0%	-12.0%	0.0%	-24.2%	7.1%	-4.5%	0.6	-33.0%	-22.3%[59 µM]	CSc1ccc(CCNC(=O)Cn2ncc3c(=O)oc4ccccc4c32)cc1
11.0%	-12.0%	9.8%	-23.8%	16.4%	5.0%	2.5	-35.1%	0.794µM*	Cc1cn2c(=O)cc(COc3cccc(NC(=O)c4ccc(C(C)(C)C)cc4)c3)nc2s1
-2.7%	21.7%	-8.2%	56.2µM*	?	6.0%	11.0	?	25.1µM*	CN1c2ccsc2/C(=N/Nc2ccccc2)CS1(=O)=O
3.0%	-0.3%	i	-18.6%	10.2%	-0.9%	0.3	0.9%	14.2%	CC(C)c1cc(C(=O)N/N=C/c2ccco2)n[nH]1
6.0%	-0.3%	-1.7%	0.0%	55.6%[activator]	0.1%	-0.8	-5.4%	18.7%[59 µM]	CC(=O)c1ccc(NC(=O)CSc2nnc(Cn3c(=O)sc4ccccc43)n2C)cc1
-3.2%	6.0%	-2.0%	-16.9%	0.0%	6.8%	-1.7	-3.4%	-21.1%	CCC1CCCCN1S(=O)(=O)c1ccc(NC(=O)C2CCCO2)cc1 (stereo unspecified)
?	-3.4%	-1.6%	-20.9%	-6.9%	3.4%	-0.2	0.8%	3.1%[59 µM]	Cc1c(NC(=O)c2sc3ccccc3c2Cl)cccc1-c1nc2ccccc2o1
8.3%	-4.9%	-8.7%	36.6%[activator]	85.9%[activator]	4.8%	-15.0	22.6%	3.3%[12.7 µM]	O=C(OCC(=O)N(Cc1ccccc1)Cc1ccccc1)c1ccccc1O
-0.5%	7.8%	-8.9%	-31.4%	-13.0%	3.5%	0.6	-34.0%	?	COc1ccc(NC(=S)N(Cc2ccccn2)Cc2ccccc2Cl)cc1
4.6%	-10.1%	-4.7%	3.5%	17.8%	-4.2%	-2.6	5.8%	.	CC(=O)Nc1ccc(NC(=O)c2ccc(COc3ccc(C)cc3)o2)cc1

Remaining list, next part
Pin1 inh	GLS inhibitor	Tb PGK inh	JMJD2A Tudor	HP1b chromo inh	ERG-DNA inh	PI4K2A inh	BAZ2B block	G9a block	structure
32.4%[activator]	0.2%	-4.4%	-6.2%	29.9%	-8.3%	3.1	3.9%	-1.6%[2.33 µM]	O=C(CN1C(=O)NC2(CCCC2)C1=O)Nc1nc2c(F)cc(F)cc2s1
4.6%	2.9%	-5.6%	-25.0%	-4.5%	4.7%	-9.3	?	-2.5%[59 µM]	Cc1cccn2cc(COc3ccc(-c4ccccc4)cc3)nc12
3.6%	7.3%	0.2%	-7.1%	34.2%	-3.7%	-1.7	.	-0.7%[59 µM]	O=C(Nc1cccc2ccccc12)N1CCN(Cc2ccccc2)CC1
-6.9%	2.2%	-6.2%	?	-10.2%	-21.3%	0.2	1.8%	-19.1%[59 µM]	COCC(=O)Nc1cccc(C(F)(F)F)c1
?	20.7%	-1.4%	-4.9%	38.4%[activator]	6.3%	-1.8	-6.2%	-23.9%	Nc1c(Cl)cc(-c2[nH]c3cc(C(=O)NCCO)ccc3c(=O)c2O)cc1Cl
1.3%	30.8%[activator]	-13.6%	-30.8%	14.3%	0.9%	-5.4	-31.7%	79.4µM*	Nc1nc(SCc2nnc(SCC(=O)O)n2-c2ccccc2)nc2sc3c(c12)CCCC3
-3.5%	6.1%	-6.4%	-22.8%	41.3%[activator]	-2.7%	0.5	-28.8%	2.6%[0.501 µM]	COc1ccc(C)cc1N(CC(=O)NCCSCc1cccc(Cl)c1)S(C)(=O)=O
22.0%	-0.9%	i	-30.2%	0.5%	-0.1%	1.2	-5.0%	-12.7%	Cc1ccc(C(=O)Oc2cccc(NC(=O)c3ccco3)c2)cc1S(=O)(=O)N1CCC(C)CC1
11.5%	6.7%	-9.3%	-9.7%	20.4%	3.2%	4.2	9.7%	-11.1%	CN(C(=O)C12CC3CC(CC(C3)C1)C2)C1CCS(=O)(=O)C1 (stereo unspecified)
